Screens as filed in PubChem BioAssay.
inhibitors of VEEV: inhibitors of VEEV TC-83 cytopathic effect, confirmation, Vero cells (AID 588727). Vero cells, VEEV TC-83 cytopathic effect inhibition; higher % means a stronger effect. one-dose inhibition, % at 20 µM; IC50 in µM for titrated hits. 350,000 tested, 0.13% active; in the data active means a potency from the dose series; inconclusive means inhibition mostly from about 14% at the one dose, without a potency; inactive means the rest, 99 in 100 with inhibition below about 12%; further: strong numbers were not always called active
H1N1 NS1A inhibition: H1N1 influenza NS1A inhibitors, functional cell based assay (AID 504329) | NS1A functional cell-based assay, percent inhibition; higher % means a stronger effect | 340,000 tested, 0.3% active | inhibition, % at 12.5 µM, or IC50 in µM where a hit was titrated; in the data active means a potency from the dose series; inconclusive means inhibition above about 27% without an active follow-up result; further: strong numbers were not always called active
M. tuberculosis HTS: M. tuberculosis growth inhibition, HTS (AID 449762) | M. tuberculosis H37Rv growth inhibition, 7H9 media; higher % means a stronger effect | inhibition, % at 25 µM; hits with a dose series show IC50 in µM | 330,000 tested, 0.59% active; in the data active means a potency from the dose series; inconclusive means inhibition above about 70% without an active follow-up result;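 further: bacterial growth assessed after seven days of incubation; strong numbers were not always called active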
tuberculosis growth: growth inhibition of non-replicating M. tuberculosis (AID 488890) | 320,000 tested, 0.39% active | Mycobacterium tuberculosis non-replicating, growth inhibition; higher % means a stronger effect | inhibition, % at 25 µM; hits with a dose series show IC50 in µM; in the data active means a potency from the dose series; inconclusive means inhibition mostly from about 82% at the one dose, without a potency; inactive means the rest, 99 in 100 with inhibition below about 76%;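 further: plate controls were DMSO cells for no effect and high antibiotic wells for full effect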
Salmonella PhoP GFP: PhoP regulon inhibitors, Salmonella typhi PhoP promoter GFP reporter, confirmatory (AID 1850). Salmonella Typhi PhoP-promoter GFP reporter, fluorescence, 4 h; higher % means a stronger effect. one-dose inhibition, % at 50 µM; IC50 in µM for titrated hits. 310,000 tested, 0.33% active; in the data active means a potency from the dose series; inconclusive means inhibition mostly from about 25% at the one dose, without a potency; inactive means the rest, 99 in 100 with inhibition below about 19%;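 further: 0% = induced wells with vehicle and 100% = uninduced wells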
inhibitors of VEEV 10K pilot screen: second read-out of inhibitors of VEEV, no call of its own (marks repeat the call); inhibition, %; measured here: 10K pilot screen inhibition
An asterisk follows results filed as active; i = inactive; ? = inconclusive; . = not tested or not shown.

SMILES	inhibitors of VEEV	H1N1 NS1A inhibition	M. tuberculosis HTS	tuberculosis growth	Salmonella PhoP GFP	others
O=C(COC(=O)CCc1nc2ccccc2c(=O)[nH]1)NC1CCS(=O)(=O)C1 (stereo not drawn)	1.8%	0%	-17%	-9%	12%
COc1cc(C(=O)NCc2ccccc2Cl)ccc1OCC(=O)N1CCOCC1	1.9%	2%	.	.	.
CN(CCOc1ccccc1)C(=O)C1CCC(=O)N(CCCN2CCOCC2)C1 (stereo not drawn)	2.4%	0%	14%	7%	9%
CCc1noc(C)c1C(=O)N(C)CC(=O)Nc1ccc(Cl)c(Cl)c1	7.5%	-3%	0%	3%	4%
O=c1c2ccccc2nc(/C=C/c2ccc3c(c2)OCO3)n1-c1cccc(O)c1	2.1%	-4%	-3%	31%	-5%
CC1CCN(CC(O)CN2c3ccccc3Sc3ccccc32)CC1 (stereo not drawn)	i	8%	-4%	67%	-6%
Cc1ccc(-n2nc(C)c3c(C(=O)OCC(=O)N(C)C4CCS(=O)(=O)C4)cc(-c4ccccc4)nc32)cc1 (stereo not drawn)	6.3%	-8%	4%	-11%	-8%
Cc1ccc(S(=O)(=O)N(C)c2ccc(OC(=O)c3ccc(=O)[nH]c3)cc2)cc1	1.1%	5%	-4%	24%	-8%
COc1ccc(-c2ccc(S(=O)(=O)n3nc(OC(=O)c4cccs4)cc3N)cc2)cc1	3.9%	0%	-5%	-4%	3%
CC(=O)Nc1ccc(SCC(=O)NCC2(N3CCCCC3)CCCCC2)cc1	0.1%	0%	-11%	45%	.
COc1ccc(-n2cc(-c3ccc(C)cc3)[n+]3c2SCC3)cc1	i	2%	-12%	37%	5%
Cc1nonc1NC(=O)CSc1nnc(N)s1	i	0%	-1%	1%	11%
COc1ccc(NC(=O)C2CCCO2)cc1 (stereo not drawn)	i	3%	-9%	3%	13%
Cc1nc(-c2ccc(Cl)cc2)sc1C(=O)CBr	3.1%	4%	3%	?	-2%
CC(=O)c1ccc(S(=O)(=O)N2CCC(c3nc4ccccc4[nH]3)CC2)cc1	1.3%	4%	10%	3%	2%
Cc1csc(NC(=O)c2ccc(Cn3nc(C)c(Br)c3C)o2)n1	2.7%	0%	18%	30%	3%
Cn1c(CN2CCCC2)nc2cc(NC(=O)c3ccco3)ccc21	0.8%	-7%	-5%	12%	-13%
COc1ccc(C(=O)Oc2ccc(Br)cc2C(=S)N2CCOCC2)cc1	1.1%	-3%	5%	6%	3%
CCCCNc1c(-c2ccc(-c3cccc(Cl)c3)cc2)nc2ccccn12	3.0%	-25%	?	32%	-14%
COc1cc2[nH]c(=S)n(C3CCN(Cc4ccccc4)CC3)c(=O)c2cc1OC	5.7%	-4%	1%	-20%	-2%
CCOc1ccc(OCCC(=O)N(CC)CC(=O)Nc2c(F)cccc2F)cc1	1.4%	-10%	-9%	-9%	.
O=C(Nc1ccccc1Oc1cccnc1)C1CCCN(Cc2ccc(F)cc2)C1 (stereo not drawn)	i	-2%	3%	16%	-5%
O=C(Nc1cc(C(F)(F)F)ccc1N1CCOCC1)c1ccc(Br)o1	0.6%	-7%	-4%	-3%	1%
CCO[C@@H]1OC(C(=O)Nc2ccccc2)=C[C@H](c2csc3ccccc23)[C@H]1CCCO	5.4%	-5%	37%	17%	1%	inhibitors of VEEV 10K pilot screen=6.9
Cc1ccc(S(=O)(=O)N(C)CC(=O)Nc2cccc(C)n2)cc1	1.6%	-2%	7%	-1%	10%
CC(=O)Nc1ccc(NC(=O)C(C)OC(=O)C23CC4CC(CC(Cl)(C4)C2)C3)cc1 (stereo not drawn)	2.6%	0%	-5%	25%	.
S=c1nc(-c2cc(Cl)ccc2Cl)[nH][nH]1	1.3%	1%	3%	-9%	4%
COc1ccccc1C(=O)N(C)c1nnc(-c2ccccc2)s1	4.8%	4%	11%	33%	-4%
COc1ccc(S(=O)(=O)c2ccc(OC)cc2)cc1	i	13%	-6%	13%	1%	inhibitors of VEEV 10K pilot screen=0.2
CC(NS(=O)(=O)c1ccccc1Cl)C1CC2CCC1C2 (stereo not drawn)	1.3%	8%	-7%	35%	4%
CC(Oc1ccccc1)C(=O)N=C1SC2CS(=O)(=O)CC2N1c1ccccc1 (stereo not drawn)	i	-6%	-8%	0%	-15%
Cc1cccc(N2CCN(C(=O)/C=C/c3ccco3)CC2)c1C	0.4%	2%	-3%	71%	-9%
CN(C)S(=O)(=O)c1cccc(-c2nn(-c3ccccc3)cc2/C=C2\SC(=S)NC2=O)c1	1.5%	12%	15%	15%	-7%
Nc1cc(N)nc(SCCOc2ccccc2F)n1	6.1%	-2%	-4%	4%	-7%
Cc1cc(C)c2c(CC(=O)Nc3nccs3)coc2c1	0.8%	3%	0%	-2%	9%
CCc1nc(Cl)c(C#N)c2c1CCCC2	2.7%	7%	4%	-6%	0%
O=C(O)c1ccc(Cl)c(S(=O)(=O)Nc2ccc3cn[nH]c3c2)c1	0.7%	-3%	-5%	-20%	-16%
CC1=C(C(=O)OCC2CCCO2)C(c2ccsc2)C2=C(CCCC2=O)N1 (stereo not drawn)	1.1%	-9%	2%	6%	4%
Cc1oc(-c2cccs2)nc1CN1CCC(CO)(CCOc2ccccc2)CC1	i	-3%	1%	47%	5%
CC1CN(c2ccc(Cl)cc2[N+](=O)[O-])CCN1S(C)(=O)=O (stereo not drawn)	0.2%	8%	-5%	-9%	-6%

15 compounds from above, ordered by molecular weight, falling:
SMILES	inhibitors of VEEV	H1N1 NS1A inhibition	M. tuberculosis HTS	tuberculosis growth	Salmonella PhoP GFP	others
CN(C)S(=O)(=O)c1cccc(-c2nn(-c3ccccc3)cc2/C=C2\SC(=S)NC2=O)c1	1.5%	12%	15%	15%	-7%
O=C(Nc1cc(C(F)(F)F)ccc1N1CCOCC1)c1ccc(Br)o1	0.6%	-7%	-4%	-3%	1%
CC(Oc1ccccc1)C(=O)N=C1SC2CS(=O)(=O)CC2N1c1ccccc1 (stereo not drawn)	i	-6%	-8%	0%	-15%
Cc1ccc(S(=O)(=O)N(C)c2ccc(OC(=O)c3ccc(=O)[nH]c3)cc2)cc1	1.1%	5%	-4%	24%	-8%
O=C(COC(=O)CCc1nc2ccccc2c(=O)[nH]1)NC1CCS(=O)(=O)C1 (stereo not drawn)	1.8%	0%	-17%	-9%	12%
O=c1c2ccccc2nc(/C=C/c2ccc3c(c2)OCO3)n1-c1cccc(O)c1	2.1%	-4%	-3%	31%	-5%
CCCCNc1c(-c2ccc(-c3cccc(Cl)c3)cc2)nc2ccccn12	3.0%	-25%	?	32%	-14%
CCc1noc(C)c1C(=O)N(C)CC(=O)Nc1ccc(Cl)c(Cl)c1	7.5%	-3%	0%	3%	4%
CC1CCN(CC(O)CN2c3ccccc3Sc3ccccc32)CC1 (stereo not drawn)	i	8%	-4%	67%	-6%
CC1CN(c2ccc(Cl)cc2[N+](=O)[O-])CCN1S(C)(=O)=O (stereo not drawn)	0.2%	8%	-5%	-9%	-6%
Cc1nc(-c2ccc(Cl)cc2)sc1C(=O)CBr	3.1%	4%	3%	?	-2%
Cn1c(CN2CCCC2)nc2cc(NC(=O)c3ccco3)ccc21	0.8%	-7%	-5%	12%	-13%
COc1ccc(S(=O)(=O)c2ccc(OC)cc2)cc1	i	13%	-6%	13%	1%	inhibitors of VEEV 10K pilot screen=0.2
Cc1nonc1NC(=O)CSc1nnc(N)s1	i	0%	-1%	1%	11%
COc1ccc(NC(=O)C2CCCO2)cc1 (stereo not drawn)	i	3%	-9%	3%	13%

(listing goes on)
SMILES	inhibitors of VEEV	H1N1 NS1A inhibition	M. tuberculosis HTS	tuberculosis growth	Salmonella PhoP GFP	others
O=C(CNc1ccc(Cl)c(C(F)(F)F)c1)N1CCN(S(=O)(=O)c2ccccc2)CC1	5.7%	-5%	.	.	.
O=C(COC(=O)[C@H](Cc1ccccc1)NC(=O)c1cccs1)Nc1ccccc1C(F)(F)F	2.6%	-4%	-5%	7%	8%
COP(=O)(OC)c1nc(-c2ccccc2)oc1N1CCOCC1	i	1%	-3%	-21%	-2%
Cc1ccc(N2C(=O)Nc3ccccc3C2(O)C(=O)NCCCOC(C)C)cc1C (stereo not drawn)	i	-25%	0%	-12%	4%
Cc1nc2nc(CC(=O)O)[nH]n2c(=O)c1[N+](=O)[O-]	i	-14%	3%	-8%	5%
CCSC1=N/C(=C\c2ccc(C(=O)O)cc2)C(=O)S1	0.4%	6%	6%	10%	-4%
OC(CN1C2=NCCN2c2ccccc21)c1ccc2c(c1)OCO2 (stereo not drawn)	1.9%	3%	-6%	1%	2%
CC(C)(C)[C@@H]1C=C(C(=O)NC2CC2)O[C@H](OCc2ccc(CO)cc2)C1	1.6%	-20%	6%	-14%	-5%
CN(C)S(=O)(=O)c1ccc(S(=O)(=O)N2CCCC(C(=O)NC3CCCC3)C2)cc1 (stereo not drawn)	0.2%	8%	3%	-12%	3%
Nc1nnc(-c2ccc(Cl)cc2)s1	1.8%	-7%	56%	14%	3%
C1CNC(C23CC4CC(CC(C4)C2)C3)=N1	0.3%	-2%	7%	9%	-3%
CCc1nc2ccccc2c(NC(=O)CN2CCC(C)CC2)c1C	0.1%	1%	-1%	0%	-1%
Cc1cc(CN(C)C(=O)C2CCC(=O)N(CCc3cccc(F)c3)C2)on1 (stereo not drawn)	5.5%	-8%	-3%	4%	-3%
O=C(NCCCn1ccnc1)c1ccc(C(F)(F)F)cc1	0.2%	-23%	2%	-1%	10%
Cc1nn(C)c(C)c1CNC(=O)Nc1ccc2c(c1)OCO2	i	7%	-5%	4%	-6%
CCc1nnc(N/N=C/c2ccccc2Cl)n1N	0.8%	-4%	-5%	?	-11%
Cc1ccc(NC(=O)CN2CCN(C(=O)c3ccco3)CC2)cc1	1.8%	5%	-7%	-5%	9%
O=S(=O)(Nc1nc2ccccc2nc1-[n+]1cccc(N=C([O-])c2ccc(Cl)cc2)c1)c1ccccc1	.	.	-5%	41%	-22%
O=C(O)c1cc([N+](=O)[O-])c(N2CCCC2)c([N+](=O)[O-])c1	2.9%	-11%	-1%	-17%	-6%
CC1(C)Cc2c(sc(N)c2C#N)C(C)(C)N1	1.4%	-8%	2%	-3%	3%
O=C(NN=C1CCCC1)c1cc(-c2ccc(F)cc2)nc2ccccc12	1.6%	-4%	2%	-15%	3%
CCOc1cc(-c2noc(CCC(=O)N3CCOCC3)n2)ccc1OC	5.9%	-1%	4%	-11%	0%
CC(C)(C)C(=O)N1Cc2cnnn2-c2ccccc2C1C#N (stereo not drawn)	i	4%	.	.	.
COc1ccc(CNc2ncnc(N)n2)cc1	0.7%	-9%	-1%	8%	7%
Cc1nn(C(C)C(=O)NCc2ccccc2Cl)c(=O)c2c1sc1ccccc12 (stereo not drawn)	5.5%	0%	-4%	-11%	6%
O=C(CN1C(=O)S/C(=C\C=C\c2ccccc2)C1=O)Nc1ccccc1C(=O)O	0.8%	12%	2%	47%	-5%
CCOC(=O)c1c(-c2cccc3ccccc23)csc1NC(=O)C1C2CCC(O2)C1C(=O)O (stereo not drawn)	>25µM*	-5%	-2%	26%	0%
O=C(Nc1cnn(Cc2ccc(F)cc2)c1)C(c1ccccc1)c1ccccc1	i	-4%	11%	-4%	-3%
O=C(O)c1cccnc1SCc1cccc(Cl)c1	1.0%	-3%	-3%	4%	-6%
O=C(Cn1nc(C(=O)O)c2ccccc2c1=O)NCc1ccco1	1.2%	0%	-4%	-17%	-7%
COc1ccc(Cl)cc1NC(=O)COC(=O)CCNS(=O)(=O)c1cccs1	6.5%	-7%	.	.	.
O=C(Cc1ccc(S(=O)(=O)N2CCOCC2)s1)N(Cc1ccccc1)c1ccccc1	6.8%	-1%	-6%	6%	6%
O=C(/C=C/c1ccco1)N1CCN(c2ccccc2)CC1	0.8%	-3%	4%	?	-3%
CN(C)c1ccc(C(=S)N2CCOCC2)cc1	2.9%	-16%	3%	-3%	-4%
C=CCN(CC=C)Cc1c(C)[nH]c2c(C)c(C)ccc2c1=O	i	2%	1%	-13%	2%
COc1ccc(-n2c(Cc3cccn3C)nnc2SCC(=O)Nc2cccc(F)c2)cc1	2.9%	-3%	-5%	42%	-5%
CC(=O)Nc1ccc(OC(F)(F)Cl)cc1	i	-11%	14%	2%	-6%
N=c1sccn1Cc1ccccc1F	i	-13%	-2%	-10%	-1%
C[C@H](C(O)c1ccccc1)N(C)C(=O)CN (stereo partly drawn)	0.3%	7%	-1%	-1%	11%
Cc1ccc(C(=O)N/C(=C\c2ccc(-c3ccccc3[N+](=O)[O-])o2)C(=O)NCCCN(C)C)cc1	3.1%	1%	-3%	30%	-1%
